# Ecoli viability – counter-screen for AddAB inhibitors: E. coli growth inhibition; E. coli V3065 growth, OD600 absorbance, 18 h; inhibition, % at 11.9 µM; actives 0.27% (n = 330,000);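 active = inhibition above the campaign's mean inhibition across all tested compounds plus 3 SD, cut at about 9.9% in these data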;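 also: uninfected addAB+ strain grown without phage in ampicillin broth; 0% = DMSO wells and 100% = ciprofloxacin 0.95 µg/ml wells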
# MOR-DOR inv ag – mu-delta opioid heterodimer inverse agonism; P35372+P41143; cell-based MOR-DOR heterodimer luminescence; inhibition, % at 9.3 µM; actives 0.21% (n = 340,000); AID 504357; in the data active = inhibition above about 22%, passing the limit was not always enough;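 also: 0% = cells with DMSO and 100% = wells without cells with DMSO; values of inactives mirror those of a sister screen read the other way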
# SUMO Mot1 rescue – SUMOylation pathway inhibition by Mot1-301 growth rescue. actives 1% (n = 320,000). S. cerevisiae Mot1-301 growth rescue, ATP luminescence, 38.5C; percent above DMSO median, 100 means doubled. AID 2716. growth rescue, % at 18.8 µM;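 active = every valid replicate shows activation above 250% relative to neutral control wells; inactive = the rest, any valid replicate at or below 250%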;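 also: OY570 slx delta 5 strain wells were the positive control but not used for scaling; some compounds called inactive have numbers as strong as hits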
# MOR-DOR ag – OPRM1-OPRD1 heterodimerization agonism; cells, luminescence; activation, % at 9.3 µM; actives 0.3% (n = 340,000); AID 504326; in the data active = activation above about 18%;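 also: 0% = vehicle-treated cells and 100% = reference agonist; values of inactives mirror those of a sister screen read the other way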
# PKA-R2B activ – activators of human PKA-R2B complex. actives 0.079% (n = 340,000). PKA-R2B holoenzyme dissociation, Cy5-IP20 fluorescence polarization; R2B truncated from residue 108, S112A mutant; 0% DMSO only, 100% 113 µM cGMP. AID 504700. activation, % at 11.4 µM. P22694+P31323;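 active = activation above a cutoff set at the mean over all compounds plus 3 SD, cut at about 18% in these data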;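 also: higher means more holoenzyme dissociation and a rise in polarization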
# Target sequence (P31323 whole entry, looked up, other chains not shown, the tested form may be a part): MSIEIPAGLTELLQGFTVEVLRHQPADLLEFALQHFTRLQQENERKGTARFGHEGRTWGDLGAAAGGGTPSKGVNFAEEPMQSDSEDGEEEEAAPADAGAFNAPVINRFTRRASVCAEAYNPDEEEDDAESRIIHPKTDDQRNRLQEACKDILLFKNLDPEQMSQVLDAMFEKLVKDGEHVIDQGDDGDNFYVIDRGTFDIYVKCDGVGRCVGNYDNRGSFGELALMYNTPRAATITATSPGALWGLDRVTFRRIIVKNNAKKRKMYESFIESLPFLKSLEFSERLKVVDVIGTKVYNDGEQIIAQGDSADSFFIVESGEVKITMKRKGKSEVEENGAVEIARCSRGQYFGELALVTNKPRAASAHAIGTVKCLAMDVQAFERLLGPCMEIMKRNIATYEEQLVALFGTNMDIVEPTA
# PKA-R1A activ – activates the PKA-R1A holoenzyme complex | PKA-R1A dissociation, Cy5-IP20 fluorescence polarization; scaled: DMSO 0%, 113 µM cGMP 100% | activation, % at 11.4 µM | actives 0.083% (n = 340,000);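 active = percent activation above the mean of all tested compounds plus 3 SD, cut at about 19% in these data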;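 also: higher means more PKAc released from R1A so a rise in polarization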
# phage Ecoli inh – E. coli growth loss with phage present; growth absorbance; inhibition, % at 11.9 µM; actives 0.26% (n = 360,000); AID 651602; in the data active = inhibition above about 11%
# Tat export inh – E. coli Tat transport inhibition. E. coli MC4100 TorA-mCherry Tat export, fluorescence. inhibition, % at 10 µM. actives 0.036% (n = 340,000). AID 488895;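 active = mean replicate inhibition at least 50% and at least half of replicates individually reaching 50%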;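 also: exported cargo escapes ClpAP degradation while cytoplasmic cargo is degraded and loses fluorescence; 0% = median of neutral control wells and 100% = median of NaSCN control wells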
# PfHsp90 yeast 2 – inhibits growth of yeast expressing Plasmodium falciparum Hsp90; inhibition, % at 9.4 µM; actives 0.32% (n = 310,000); S. cerevisiae expressing PfHsp90, BacTiter-Glo ATP, 48 h; yeast lacking PDR1 and PDR3 efflux regulators;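 active = every replicate shows inhibition above about 80%, whatever the replicate mean, limit read from the data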;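 also: 0% = DMSO neutral controls and 100% = 20 µM radicicol positive controls; yeast relying on Plasmodium falciparum Hsp90 in place of its own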
# HTR5A inv ag – counter-screen for OPRM1-OPRD1 inverse agonists: human HTR5A inverse agonism | HTR5A cell line, luminescence | P47898 | inhibition, % at 9.3 µM | actives 0.083% (n = 340,000); in the data active = inhibition mostly above about 23%, no sharp cut-off; inactive = mostly below about 18%;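 also: 0% = cells with DMSO and 100% = no-cell wells with DMSO; some compounds called inactive have numbers as strong as hits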
# Target sequence (P47898 whole entry, looked up): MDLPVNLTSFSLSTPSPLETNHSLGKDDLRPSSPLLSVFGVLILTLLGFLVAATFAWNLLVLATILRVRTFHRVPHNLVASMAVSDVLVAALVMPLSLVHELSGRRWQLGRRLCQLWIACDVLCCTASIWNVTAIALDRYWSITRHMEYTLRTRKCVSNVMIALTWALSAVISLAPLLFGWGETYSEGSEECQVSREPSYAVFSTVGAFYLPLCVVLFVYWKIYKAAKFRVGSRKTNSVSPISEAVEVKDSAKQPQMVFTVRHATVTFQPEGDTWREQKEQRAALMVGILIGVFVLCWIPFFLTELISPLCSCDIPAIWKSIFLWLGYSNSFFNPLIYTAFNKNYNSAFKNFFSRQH
# AddAB inh – less growth of phage-infected E. coli with AddAB; E. coli expressing H. pylori AddAB, absorbance growth; inhibition, % at 11.9 µM; AID 435030; actives 0.29% (n = 330,000); in the data active = inhibition above about 12%;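 also: 0% = vehicle wells of infected cells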
# Numbers without * were called inactive; x = not tested or not shown.
smiles	Ecoli viability	MOR-DOR inv ag	SUMO Mot1 rescue	MOR-DOR ag	PKA-R2B activ	PKA-R1A activ	phage Ecoli inh	Tat export inh	PfHsp90 yeast 2	HTR5A inv ag	AddAB inh
O=C1Nc2cc(Cl)ccc2C1(N1CCNCC1)C(F)(F)F (centres undefined)	-0.2	4	-6	-1.0	-5	-1	0.2	-7	19	8	1.3
COc1cc(OC)cc(C(=O)NC(C(=O)Nc2ccc3nc(C)sc3c2)C(C)C)c1 (centres undefined)	0.2	13	x	-3.1	-14	5	2.7	-2	0	11	-0.1
COc1ccc(N2CC(C(=O)OCC(=O)NCc3ccccc3)CC2=O)cc1 (centres undefined)	-2.1	-6	4	1.0	-5	-13	1.7	7	14	1	3.0
Cn1nnnc1SCCNCc1cccnc1	-0.1	-12	-3	2.2	-10	-17	2.2	3	x	-16	-0.8
CC1(C)N=C(c2cccs2)C(C)(C)N1O	0.7	2	-5	-0.4	1	-14	2.5	-1	1	14	4.1
CCCOC(=O)c1ccc(NC(=O)c2ccoc2C)cc1	0.6	-46	-9	7.7	4	-4	2.5	8	22	-6	0.2
Cc1cccc(NS(=O)(=O)c2ccc(C)c(C(=O)NCc3ccncc3)c2)c1	3.3	4	4	-0.7	11	9	-0.2	2	15	-14	0.4
Cc1ccc(S(=O)(=O)N(CC(=O)N2CCOCC2)c2ccccc2F)cc1	-0.1	17	-3	-3.2	3	0	3.0	-6	-9	-13	1.1
CCOc1cc(C)cc2oc(=O)cc(-c3ccccc3)c12	-0.2	-18	-2	3.1	-5	3	2.0	5	-44	2	0.3
COc1ccc(NC(=O)CSc2ccccc2)cc1S(=O)(=O)N1CCCCC1	-1.0	6	4	-1.2	-4	0	4.0	-11	1	11	3.8
COc1cccc(-n2nnc3c(=O)n(Cc4cccc(C)c4)cnc32)c1	3.3	0	12	0.0	0	-4	3.4	-3	-44	-11	2.3
O=C(CCC1CCCN(C(=O)c2ccoc2)C1)NCc1ccc(F)c(F)c1 (centres undefined)	1.9	15	8	-2.8	-13	-14	4.7	2	15	17	2.4
O=C(c1ccco1)N1CCN(C/C=C/c2ccccc2)CC1	1.8	-3	6	0.8	3	-7	-1.9	8	-24	-7	2.8
CCNc1nc(N)nc(-c2cc(Cl)ccc2OC)n1	-1.0	3	263*	-0.7	0	0	2.1	6	-7	13	3.5
C=CCc1cccc(/C=N/NC(=O)C(C)Nc2ccc(C)cc2)c1O (centres undefined)	-0.4	-61	193	12	13	-3	4.9	-4	18	-1	4.9
COc1ccc(N2CCN(C(=O)COC(=O)COc3cc(C)cc(C)c3)CC2)cc1	0.2	12	-5	-2.3	-11	-11	3.4	-1	10	0	-0.7
CC(C)N(C(=O)Cn1cc(S(=O)(=O)CC(=O)NCc2ccccc2)c2ccccc21)C(C)C	-3.2	22	4	-4.2	-2	1	-0.9	2	-10	-16	0.7
O=C(NCCCN1CCOCC1)C(=O)N/N=C/c1ccc(F)cc1	-2.2	-13	-8	2.0	10	3	4.7	-23	-3	12	3.4
N=c1oc2c3c4c(cc2cc1C(=O)Nc1ccccc1)CCCN4CCC3	-1.6	-7	-17	1.4	3	3	x	-9	-13	-44	0.8
COc1ccccc1N(C)S(=O)(=O)c1ccc(C(=O)Nc2ccncc2)cc1	-0.2	-2	-25	0.3	-3	10	2.4	-3	17	14	0.3
CC1(C)Cc2c(c(-c3ccccc3Cl)[nH]c(=O)c2C#N)CO1	-2.5	0	-1	0.0	-4	-3	1.4	-11	3	9	1.6
Cc1cc(F)ccc1NS(=O)(=O)c1c(C(=O)N2CCOCC2)c(C)n(C)c1C	2.1	14	22	-2.7	3	11	-1.0	-9	-100	16	4.0
CCNc1nc(NCC)n2c(SCC(=O)Nc3cc(OC)ccc3OC)nnc2n1	0.6	-18	2	2.7	1	-6	3.7	-3	0	-3	-0.1
COc1ccc(CCN2C(=O)C(Oc3ccccc3)C2c2ccc3c(c2)OCO3)cc1 (centres undefined)	0.9	-6	13	1.1	-14	6	1.8	-2	0	-30	0.8
CCN1C(=O)/C(=C/C=C2/CCCN2C)OC1=S	1.6	22	9	-4.4	-3	-7	1.6	-2	-19	-4	0.0
COc1ccc2oc(-c3ccccc3)c(C(N)=O)c2c1	-0.6	4	46	-0.8	-7	-10	3.0	8	x	13	0.5
CSCCC(NS(=O)(=O)c1ccccc1F)C(=O)NCC(C)(C)N1CCOCC1 (centres undefined)	-1.2	3	-4	-0.6	3	1	1.5	4	-4	2	1.3
CNC(=O)c1c(NC(=O)CCS(=O)(=O)c2ccccc2)sc(C)c1C	-0.6	7	-8	-1.0	1	-19	1.9	7	-13	-1	4.2
COc1cc(/C=C2\NC(=S)N(C)C2=O)ccc1O	-0.6	1	1	-0.2	-11	11	1.7	3	-6	12	0.4
O=C(NCc1ccco1)c1ccc2c(c1)N(Cc1ccc(Cl)cc1)CCS2	1.0	-2	-5	0.4	-17	6	0.9	-1	1	-6	2.6
CCOC(=O)c1ccc(NC(=O)c2cccc(S(=O)(=O)N3CCN(C(C)=O)CC3)c2)cc1	-1.9	-1	2	0.1	-6	-1	1.0	-10	-11	-6	0.7
CC(=O)OC1CC2(C)C(C(C)=O)CCC2C2CCC3=CC(=O)CCC3(C)C12 (centres undefined)	x	11	x	-2.2	2	3	1.0	6	x	7	x
Cc1cccc(CSc2nnc(-c3cnccn3)n2C)c1	-1.2	1	-6	-0.2	0	4	2.4	9	-5	-16	0.0
O=C(COC(=O)c1ccc2ncsc2c1)Nc1cccc(Cl)c1	-1.9	19	-14	-4.7	-2	-11	2.6	-4	0	-15	-1.3
COc1ccc(CCNC(=O)C(=O)NCC2OCCN2S(=O)(=O)c2ccc(C)cc2)cc1 (centres undefined)	-4.7	-5	4	0.9	11	5	0.1	-3	-32	-24	-3.7
Cc1cccc(N2C(S)=C(C#N)C(=O)NC23CCCCC3)c1	0.0	9	8	-1.8	5	-3	3.7	-3	20	-3	1.5
Cc1ccsc1/C=N/NC(=O)c1nnn(-c2nonc2N)c1CN(C)c1ccccc1	2.1	-16	2	3.1	-2	5	1.0	2	14	-9	2.9
Cc1cc(C)cc(NC(=O)CN2CCC(C(=O)c3ccccc3)CC2)c1	1.3	-1	-9	0.3	-4	-7	1.1	-6	0	-9	2.0
CNC(=S)NNC(=O)CCn1nc(C)c(Br)c1C	-1.0	15	-10	-2.6	0	4	3.0	5	2	4	-0.6
CC(C)(C)c1ccc(/C=N/NC(=O)CN2CCS(=O)(=O)CC2)cc1	1.3	11	4	-2.1	-3	-4	1.2	-8	14	18	0.6
CSCCC(=O)N1CCCC(CNC(=O)c2ccccc2Cl)C1 (centres undefined)	-0.8	-8	-7	1.5	-2	0	4.1	1	7	1	2.8
Cn1nc(C(F)(F)F)c(-c2cccc(C(F)(F)F)c2)c1NC(=O)CSCC(=O)O	0.2	3	-9	-0.6	-1	3	-0.1	8	-4	-4	0.0
CC(=C\c1ccco1)/C=C1/SC(=S)N(CC(=O)O)C1=O	-0.1	18	-13	-3.4	-4	-1	-0.1	3	4	1	1.7
CC(=O)NCCNC(=O)c1ccc(CSc2ccc(Cl)cc2)cc1	2.4	8	3	-1.7	-16	-1	3.9	11	-16	-11	5.7
Cc1cc(C(=O)CN2C(=O)NC(C)(c3cc(F)ccc3F)C2=O)c(C)n1C1CC1 (centres undefined)	-2.3	15	-19	-2.9	-4	-14	1.0	2	4	-7	0.8
CS(=O)(=O)NC1c2cccc3cccc(c23)C1Sc1nncn1/N=C/c1ccco1 (centres undefined)	-2.1	16	553	-2.7	-4	3	2.4	-6	-14	4	1.1
Cc1ccc(NC(=O)CS(=O)CC(=O)NC2CCN(Cc3ccccc3)CC2)c(C)c1 (centres undefined)	0.1	5	-11	-0.8	2	-11	3.5	-1	7	-11	6.0
O=C1c2ccccc2C(=O)N1CCc1csc(-c2ccccc2)n1	0.7	12	0	-2.8	-13	1	-0.4	-6	15	13	1.8
Cc1nn(Cc2c(Cl)cccc2Cl)c(C)c1NC(=O)c1cnn2c(C(F)F)cc(-c3ccccc3)nc12	-1.2	7	21	-1.3	-7	3	2.2	0	-2	-16	1.4
Cc1cc(C)c2c(c1)NC(C(=O)O)C1CC=CC21 (centres undefined)	-2.7	-2	6	0.5	-1	2	0.9	-4	11	7	3.3
CCOC(=O)c1[nH]c(C)c(C(=O)NC2CCCC2)c1C	-1.6	-4	-5	0.7	-2	0	4.1	-3	14	-8	5.1
Cc1c(Cl)cccc1-n1c(SCC(=O)N2CCC(C(=O)O)CC2)nnc1-c1ccncc1	3.2	15	361	-3.3	-6	-8	3.9	10	-6	8	3.0
Cn1c(-c2ccc3c(c2)OCO3)cnc1NCc1ccc(Cl)cc1	-2.7	14	9	-2.8	-4	-1	-3.8	-5	-9	18	-1.1
CCCC(=O)Nc1ccc(S(=O)(=O)Nc2cc(C)nc(C)n2)cc1	0.5	10	-5	-1.8	-2	-8	1.7	4	-8	14	1.5
CCCCn1c(N)c(N(CCOC)C(=O)CCCn2c(=O)oc3ccccc32)c(=O)[nH]c1=O	x	4	x	-0.7	-6	-1	2.3	6	-23	-20	x
CCCCC(C(=O)NC(C)c1ccccc1)C(=O)NC(C)c1ccccc1 (centres undefined)	0.3	11	10	-2.4	-8	-9	2.2	6	-24	-5	2.4
O=C(Nc1ccc(S(=O)(=O)N2CCc3ccccc32)cc1)c1ccc2c(c1)OCO2	1.0	-8	9	1.6	-7	1	2.4	-2	16	-12	2.5
COc1ccc(-n2c(C)cc(C(=O)NC3CCCCC3)c2C)cc1	2.1	8	6	-1.4	-1	7	2.2	-1	-18	18	1.6
O=C(Nc1ccc(CN2CCOCC2)cc1)c1ccc(Br)o1	-0.8	14	-5	-2.8	-10	-4	1.4	0	0	-12	1.9
CCOC(=O)NC(=O)COC(=O)CNC(=O)c1cccc(OC)c1	1.1	13	6	-2.8	-10	0	0.1	-5	8	0	0.5
c1ccc2nc(-c3ccc4c(c3)OCO4)ccc2c1	0.2	-6	250	1.1	0	-15	1.4	1	9	-41	2.9
CCN(c1ccccc1)S(=O)(=O)c1ccc(OC)c(NC(=O)C2CCC2)c1	2.1	8	43	-1.8	5	-11	2.6	2	24	7	3.0
NS(=O)(=O)c1ccc(CNC(=S)Nc2cc(S(=O)(=O)N3CCOCC3)ccc2Cl)cc1	x	3	x	-0.5	-5	-7	2.6	1	29	7	x

# From PubChem BioAssay

# An unsorted share of the library; 2.2% or so of the library scored in one or more.
